TRHR enhancer – allosteric enhancers of human TRH receptor | P34981 | TRHR cells, fluo-8 calcium fluorescence, EC20 TRH enhancement | enhancement, % at 2 µM | 360,000 tested, 0.66% active; in the data active = enhancement above about 30%; note: 0% is about no effect
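Enhancer read-out: after compound pinning and an initial kinetic agonist-mode read, an EC20 of TRH (10 nM final) was injected and fluo-8 calcium signal (Ex 480/Em 530) followed at 1 s/cycle for 100 cycles in TRHR-expressing cells.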
D2 ag – agonists of human D2 dopamine receptor | HEK293 T-REx D2 cells, calcium flux agonist mode | AID 485358 | activation, % at 2 µM | P14416 | 340,000 tested, 0.53% active;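 active = activation over 3 SD above normal in the single-dose calcium agonist read, cut at about 30% in these data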; note: 0% is about no effect
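HEK293 Trex D2 cells, tetracycline-induced, o/n 30 C 5% CO2; no-wash Ca dye, RT 30–90 min; 10-cycle baseline, 23 nl cpd added, kinetic Ca read 180 s; agonist hits = positive Ca response.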
D2 antag – D2 dopamine receptor (human) antagonism; 340,000 tested, 2% active; HEK293 TREx D2 cells, calcium flux, dopamine EC80; inhibition, % at 10 µM; in the data active = inhibition above about 30%; note: 0% is about no effect
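Read-out: kinetic calcium fluorescence (1 cycle/s) in inducible HEK293 T-REx D2 cells after an EC80 dopamine addition that followed 180 s compound preincubation. Loss of the dopamine response indicates antagonism.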
D1 agonist – agonists of human D1 dopamine receptor; 360,000 tested, 1% active; activation, % at 2 µM; HEK293 T-REx D1 cells, calcium flux, agonist mode; note: 0% is about no effect
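Agonism was scored from calcium flux recorded over 180 s (1 read/s) after pintool compound addition, following a 10-cycle baseline. Cells were inducible force-coupled HEK293 TREx D1, plated overnight at 30 C and loaded with no-wash calcium dye.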
RXFP1 antagonist – blocks the human relaxin receptor RXFP1. Q9HBX9. HEK293-RXFP1, relaxin-stimulated cAMP HTRF, 30 min; stronger effect = lower value. activity change, negative = inhibition, % at 57.5 µM. 350,000 tested, 0.59% active;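 active = activity change of -60% or lower, but not beyond a set lower limit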; note: % is set by controls: 0 for no effect and ±100 for the full control effect
Target sequence (Q9HBX9 whole entry, looked up): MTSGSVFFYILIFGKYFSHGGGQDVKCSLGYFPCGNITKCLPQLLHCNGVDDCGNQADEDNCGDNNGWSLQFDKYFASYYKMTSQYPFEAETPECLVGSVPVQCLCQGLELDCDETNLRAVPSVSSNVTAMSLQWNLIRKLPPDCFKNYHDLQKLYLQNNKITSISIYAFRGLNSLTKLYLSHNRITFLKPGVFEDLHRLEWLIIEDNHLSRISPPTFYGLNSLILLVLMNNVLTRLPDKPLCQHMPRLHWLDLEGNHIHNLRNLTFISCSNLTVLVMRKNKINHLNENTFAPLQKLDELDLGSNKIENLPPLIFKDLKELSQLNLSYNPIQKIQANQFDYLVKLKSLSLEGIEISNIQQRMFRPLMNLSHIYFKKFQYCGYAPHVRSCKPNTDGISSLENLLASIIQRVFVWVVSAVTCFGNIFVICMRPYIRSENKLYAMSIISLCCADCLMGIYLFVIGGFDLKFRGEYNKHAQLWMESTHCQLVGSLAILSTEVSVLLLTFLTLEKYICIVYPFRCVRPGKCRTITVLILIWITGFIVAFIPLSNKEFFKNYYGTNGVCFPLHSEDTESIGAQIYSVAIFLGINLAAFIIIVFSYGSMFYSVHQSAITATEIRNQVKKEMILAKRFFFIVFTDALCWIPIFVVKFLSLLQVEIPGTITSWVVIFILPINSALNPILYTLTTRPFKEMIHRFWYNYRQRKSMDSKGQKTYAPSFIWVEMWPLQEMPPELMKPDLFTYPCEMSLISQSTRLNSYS
D1 antagonist – antagonists of human D1 dopamine receptor; P21728; HEK293 TREx D1 cells, calcium flux, dopamine EC80; stronger effect = lower value; activity change, negative = inhibition, % at 10 µM; 360,000 tested, 3.2% active; in the data active = activity change below about -30%; note: % is set by controls: 0 for no effect and ±100 for the full control effect
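Cells carrying a force-coupled, tetracycline-inducible human D1 receptor report calcium flux. Each well gets a 10 s baseline, compound with 180 s monitoring, then an EC80 dopamine stimulus with a second 180 s kinetic read.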
TRHR agonist – agonists of human TRH receptor; P34981; TRHR cells, calcium flux fluo-8, FDSS agonist mode; activation, % at 2 µM; 360,000 tested, 0.18% active; note: 0% is about no effect
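Fluo-8-loaded TRHR cells; 10 s baseline, compound added, kinetic Ca2+ fluorescence read 1/s, agonist mode.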
D1 potentiator – potentiators of human D1 dopamine receptor; HEK293 TREx D1 cells, calcium flux, dopamine EC20 potentiation; potentiation, % at 10 µM; 360,000 tested, 0.036% active; AID 504651; in the data active = potentiation above about 30%; note: 0% is about no effect
D2 PAM – positively modulates the human D2 dopamine receptor allosterically; P14416; HEK293 T-REx D2, calcium flux, EC20 dopamine potentiation; potentiation, % at 10 µM; 340,000 tested, 0.34% active;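 active = potentiation over 3 SD above the plate norm, cut at about 30% in these data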; note: 0% is about no effect
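Potentiation of an EC20 dopamine calcium response measured kinetically over 180 s, after a preceding 180 s compound-only read flagging agonists. Cells: inducible Hek293 Trex D2 line, 4000/well, cultured overnight at 30 C before dye loading.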
Numbers without * were called inactive; . = not tested or not shown. Cut-off read from the data, not from the text of the source, unless noted: active = activation above about 30%; inactive = the rest.

Order of results – D1 antagonist, RXFP1 antagonist, D2 ag, TRHR agonist, D1 potentiator, D1 agonist, TRHR enhancer, D2 PAM, D2 antag
1) CC(=O)N1CCSc2ccc(S(=O)(=O)N3CCC(C)CC3)cc21
 : -20, 2, 0.3, 1.7, -1, 13, -6, -5, 2
2) COc1ccc(NS(=O)(=O)c2ccc(/C=C/C(=O)O)cc2)cc1S(=O)(=O)N1CCOCC1
 : 2, 12, -1.0, 0.8, 5, 2, 2, 4, -15
3) O=C(Nc1cccc(-n2cnnn2)c1)c1cccc(Cl)c1
 : -11, 1, 0.3, 0.0, -6, 8, -1, -12, 13
4) COc1cccc(OC)c1C(=O)Nc1nnc(C(C)C)s1
 : -11, -13, 2.0, 1.0, -5, 3, 10, -2, -9
5) COc1cc(Sc2ccc(C)cc2)c(OC)cc1N
 : -1, 13, -0.3, -0.4, 0, -1, 1, 12, -4
6) COc1ccc(OC)c(N2C(N)=NC(N)=NC23CCCC3)c1
 : -13, 5, 0.5, 0.4, -9, 3, -1, -2, -12
7) Cc1cccc(OCC(=O)N/N=C/c2ccc(N(C)C)cc2)c1
 : -6, -102*, -1.9, -0.4, -2, 0, 16, -1, 1
8) CCCSC1=C(C#N)C(c2ccc(OC)cc2)C2=C(CC(C)(C)CC2=O)N1 (stereo not drawn)
 : 0, 8, 0.0, -0.6, -8, 2, -3, -6, 42*
9) O=C(OCCOc1ccc(Br)cc1)c1ccc(Cl)c(S(=O)(=O)N2CCOCC2)c1
 : -13, -6, 1.0, 1.1, 3, 6, -3, 1, -2
10) O=C(Nc1ccccc1F)c1cc2c(s1)-c1ccccc1S(=O)(=O)C2
 : -7, 9, -0.3, 0.3, 0, 0, -4, -10, 0
11) CSc1ccc(S(=O)(=O)Nc2c(C)n(C)n(-c3ccccc3)c2=O)cc1
 : -14, 5, -0.2, -0.3, -4, -1, -2, 3, -10
12) Cn1c(-c2cccc(F)c2)nc2c1c(=O)[nH]c(=O)n2Cc1ccccc1
 : 1, -8, ., -0.4, 3, 2, 49*, ., .
13) O=c1[nH]c2sc3c(c2c2nncn12)CCCC3
 : 12, 4, 0.5, 0.0, -2, -2, -3, 26, 17
14) COc1ccc(C(=O)Nc2c(C)cc(C)cc2C)cc1OC
 : 13, -2, 0.2, -0.3, 4, 5, 4, 1, -5
15) CCN(CC)S(=O)(=O)c1ccc(NN=c2c(=O)c3ccccc3c2=O)cc1
 : 1, 12, 0.4, 0.3, -1, 0, -2, -11, 9

Record cards (already shown). Values in the order: D1 antagonist | RXFP1 antagonist | D2 ag | TRHR agonist | D1 potentiator | D1 agonist | TRHR enhancer | D2 PAM | D2 antag
Profile of CSc1ccc(S(=O)(=O)Nc2c(C)n(C)n(-c3ccccc3)c2=O)cc1 → -14 | 5 | -0.2 | -0.3 | -4 | -1 | -2 | 3 | -10
Profile of COc1ccc(C(=O)Nc2c(C)cc(C)cc2C)cc1OC → 13 | -2 | 0.2 | -0.3 | 4 | 5 | 4 | 1 | -5
Profile of COc1cccc(OC)c1C(=O)Nc1nnc(C(C)C)s1 → -11 | -13 | 2.0 | 1.0 | -5 | 3 | 10 | -2 | -9
Profile of CCN(CC)S(=O)(=O)c1ccc(NN=c2c(=O)c3ccccc3c2=O)cc1 → 1 | 12 | 0.4 | 0.3 | -1 | 0 | -2 | -11 | 9
Profile of O=C(OCCOc1ccc(Br)cc1)c1ccc(Cl)c(S(=O)(=O)N2CCOCC2)c1 → -13 | -6 | 1.0 | 1.1 | 3 | 6 | -3 | 1 | -2

More compounds:
Order of results – D1 antagonist, RXFP1 antagonist, D2 ag, TRHR agonist, D1 potentiator, D1 agonist, TRHR enhancer, D2 PAM, D2 antag
16) CCC(C(=O)NCc1cccs1)n1nc(C)n2c(cc3occc32)c1=O (stereo not drawn)
 : -9, -9, 0.5, -0.8, -3, 0, -1, 7, -1
17) COC1(OC)C(/C=C/c2ccc(Cl)cc2)C(C#N)(C#N)C1(OC)OC (stereo not drawn)
 : -7, ., 0.5, 0.2, 5, 5, -1, 4, .
18) FC(F)Oc1ccc(-c2csc(Cc3nnc4n3CCCCC4)n2)cc1
 : -6, -4, 0.2, -0.9, -3, 0, 3, 3, -3
19) O=C(Nc1ccc2c(c1)CCC2)c1cccs1
 : -4, -11, -1.6, -1.2, -3, 0, -1, -6, -6
20) CC(C)(C)n1nc2c(c1NC(=O)c1ccc(Br)cc1)CS(=O)C2 (stereo not drawn)
 : 12, ., 0.7, 0.1, -2, 1, 2, -14, 1
21) c1coc(-c2ccnc3ncnn23)c1
 : 2, -10, 0.2, -0.6, -3, 5, 49*, 6, 3
22) CCc1ccc2nc(N(CCCN(C)C)C(=O)c3ccc(S(=O)(=O)N(C)C4CCCCC4)cc3)sc2c1
 : 19, -17, 1.5, 2.2, 5, 29, 5, 12, -8
23) CCn1c(=O)c2ccccc2n(Cc2cccc([N+](=O)[O-])c2)c1=O
 : 2, 6, -1.6, -1.2, -1, 2, -2, 3, -8
24) CN1CCN(c2ccc(NC(=S)NC(=O)c3cccc4c(Cl)cccc34)cc2)CC1
 : -18, 4, 0.1, 0.0, -12, 0, 1, -7, -11
25) C/C(N)=C(/C#N)C(=O)COC(=O)C1=NN(c2ccccc2)C(=O)CC1
 : -7, 2, 0.1, 0.5, -3, 3, 2, 0, -14
26) CCCn1ncc(CN2CCC(Oc3ccc(C(=O)N4CCCC4)cc3)CC2)c1C
 : -16, -25, -0.2, 0.1, -4, 4, 0, 1, -1
27) COc1cc(N)c(Cl)cc1C(=O)OCC(=O)Nc1cccnc1Cl
 : -4, -7, 0.0, 0.0, -3, 3, 4, -5, 2
28) O=C(NCc1cccs1)c1ccc(CSc2nc3cccnc3n2Cc2ccc(F)cc2)cc1
 : 13, 3, -0.2, 1.1, -2, 3, 1, 3, .
29) CC(=O)Nc1ccc(Oc2ccc(S(=O)(=O)N3CCCC3)cn2)cc1
 : 0, 9, -0.1, 0.2, 8, 4, 2, -5, 15
30) O=C(NCC1CCCO1)c1cn(-c2ccccc2)nc1-c1ccccc1 (stereo not drawn)
 : 1, ., -0.9, -1.3, -6, 2, -6, -15, -2

Random excerpt: 3 entries already listed, in no set order.
Order of results – D1 antagonist, RXFP1 antagonist, D2 ag, TRHR agonist, D1 potentiator, D1 agonist, TRHR enhancer, D2 PAM, D2 antag
29) CC(=O)Nc1ccc(Oc2ccc(S(=O)(=O)N3CCCC3)cn2)cc1
 : 0, 9, -0.1, 0.2, 8, 4, 2, -5, 15
23) CCn1c(=O)c2ccccc2n(Cc2cccc([N+](=O)[O-])c2)c1=O
 : 2, 6, -1.6, -1.2, -1, 2, -2, 3, -8
16) CCC(C(=O)NCc1cccs1)n1nc(C)n2c(cc3occc32)c1=O (stereo not drawn)
 : -9, -9, 0.5, -0.8, -3, 0, -1, 7, -1

Later entries.
Order of results – D1 antagonist, RXFP1 antagonist, D2 ag, TRHR agonist, D1 potentiator, D1 agonist, TRHR enhancer, D2 PAM, D2 antag
31) CC(=O)c1cc2c(cc1NS(=O)(=O)c1ccccc1Br)OCO2
 : 18, -11, 7.2, -0.6, -9, 0, -3, ., -4
32) COc1ccc(C2SCC(=O)N2c2ccc(F)cc2)cc1 (stereo not drawn)
 : 5, 5, 0.6, -0.6, 0, 0, 0, 4, -13
33) CCc1nc(SCC(=O)c2ccc(Cl)s2)c2oc3ccccc3c2n1
 : -1, 5, 0.9, 1.6, 6, 9, 0, 2, -9
34) CC(=O)Nc1ccc(SCC(=O)NC(=O)c2ccccc2Br)cc1
 : -9, 1, 0.6, 0.1, 3, 0, -6, 12, 0
35) COc1ccccc1CNC(=O)c1cc2c(s1)CS(=O)(=O)C2
 : -9, 26, -0.8, -0.3, -6, 2, 8, -6, -22
36) Cc1ccc(NC=C(S(=O)(=O)c2ccccc2)S(=O)(=O)c2ccccc2)c(C)c1
 : -3, -9, 1.0, -0.2, -8, 4, -6, -5, 7
37) OCC1OC(n2nnc3ccccc32)C(O)C(O)C1O (stereo not drawn)
 : 7, -12, 0.7, 0.5, -4, 1, 3, 14, -11
38) CCOC(=O)C1CCN(C(=O)CN(c2ccc3c(c2)OCO3)S(C)(=O)=O)CC1
 : -2, 4, 0.7, 0.8, 0, 2, -8, 1, 45*
39) N#Cc1ccsc1NC(=O)CN1CCN(c2ccc(O)cc2)CC1
 : 4, 0, 4.4, 0.1, -6, 5, -6, 13, 14
40) CC(=O)NS(=O)(=O)c1ccc(NC(=O)c2ccccn2)cc1
 : -2, -1, 1.1, 0.3, -4, 1, -5, -2, -5
41) O=C(NCc1ccc2c(c1)CCN2C(=O)c1ccc(F)cc1)c1ccco1
 : -1, -5, -0.3, -1.0, -2, 1, 1, 18, .
42) O=C(N/N=C\c1cccnc1)c1ccccc1O
 : 30, -16, 2.0, -0.1, -7, 1, 2, 10, -10
43) COc1ccc(-c2nc(O)c3cnccn23)cc1
 : 12, 19, 0.7, 0.9, -9, 4, -2, -3, -15
44) COc1ccc(NC(=O)CSc2n[nH]c(-c3ccccc3)n2)cc1Cl
 : -21, -9, -0.7, -0.2, 2, 2, 1, -9, .
45) Cc1ccc(C(=O)N2CCCCCC2)cc1S(=O)(=O)Nc1ccccc1
 : -12, 1, 0.9, -0.6, 4, 3, -5, -12, 3
46) Cc1oc(-c2ccccc2F)nc1CN1CCC(C(=O)NCCc2ccccc2)CC1
 : -4, ., 1.7, -0.5, -2, 10, 0, -6, .
47) N/N=C1\CCCc2c1[nH]c1ccc([N+](=O)[O-])cc21
 : -10, -2, -0.8, -1.8, 5, 2, 9, -1, -15
48) O=C(Cn1nnc(-c2ccc([N+](=O)[O-])cc2)n1)NNC(=O)c1ccccc1
 : 12, -5, 2.0, 0.3, -5, -1, 1, ., 1
49) Cc1nnc(N2CCC(C(=O)NC3CCCCC3)CC2)c2nn(-c3ccc(Cl)cc3)c(C)c12
 : -21, -4, -1.5, -0.9, -1, 3, -1, 4, .
50) Nc1ncc(S(=O)(=O)N2CCN(c3ccccc3)CC2)cn1
 : 14, 1, ., 0.4, -1, 1, 1, -4, .
51) Cc1ccccc1CS(=O)(=O)c1cn(CC(=O)N2CCC(C)CC2)c2ccccc12
 : -65*, 2, 1.0, 0.6, -5, 1, -10, 6, 1
52) CN1CCN(S(=O)(=O)c2ccc(NC(=O)C3CCCO3)cc2)CC1 (stereo not drawn)
 : -3, 10, -1.3, 0.2, 10, 2, 5, 7, 1
53) CCn1c(SCC(=O)c2cc(C)n(C)c2C)nnc1-c1ccccc1
 : -2, -12, 0.2, -0.4, -5, 0, 5, -1, 3
54) Cc1ccc2nc3c(cc(C(=O)NCCc4ccccc4)c(=N)n3CC3CCCO3)c(=O)n2c1 (stereo not drawn)
 : 9, -11, -1.4, -1.6, 18, 8, 3, 0, -9
55) Cc1noc(NS(=O)(=O)c2ccc(NC(=O)CCN3C(=O)c4ccccc4C3=O)cc2)c1C
 : -12, -12, -0.3, 0.3, 0, 1, 26, -1, -6
56) Cc1cccn2c(=O)c(/C=C(\C#N)C(=O)NCc3ccco3)c(N3CCOCC3)nc12
 : 9, -10, -0.6, -2.0, 1, -1, -1, 6, 3
57) CCC/C=N/NC(=O)CNC(=O)c1ccccc1Cl
 : -9, -7, 0.5, 0.0, -3, 2, 3, -1, -3
58) O=C(O)CN1C(=O)SC(Nc2ccc(C(=O)O)cc2)C1=O (stereo not drawn)
 : -15, -5, -0.1, 0.4, -2, 1, -6, 14, 17
